RECQ1 inh – inhibitors of human RECQ1 DNA helicase. P46063. RECQ1 DNA unwinding, red fluorescence kinetic read. Potency, µM (top dose mostly 57.3 µM), for inactives: top-dose activity, negative = inhibition, most hits filed as inhibitors. actives 0.54% (n = 240,000). AID 2549;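 note: plate controls were vehicle for no effect and no enzyme for full effect; nearly all actives have a fitted effect of over 30% in size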
Target sequence (P46063 whole entry, looked up): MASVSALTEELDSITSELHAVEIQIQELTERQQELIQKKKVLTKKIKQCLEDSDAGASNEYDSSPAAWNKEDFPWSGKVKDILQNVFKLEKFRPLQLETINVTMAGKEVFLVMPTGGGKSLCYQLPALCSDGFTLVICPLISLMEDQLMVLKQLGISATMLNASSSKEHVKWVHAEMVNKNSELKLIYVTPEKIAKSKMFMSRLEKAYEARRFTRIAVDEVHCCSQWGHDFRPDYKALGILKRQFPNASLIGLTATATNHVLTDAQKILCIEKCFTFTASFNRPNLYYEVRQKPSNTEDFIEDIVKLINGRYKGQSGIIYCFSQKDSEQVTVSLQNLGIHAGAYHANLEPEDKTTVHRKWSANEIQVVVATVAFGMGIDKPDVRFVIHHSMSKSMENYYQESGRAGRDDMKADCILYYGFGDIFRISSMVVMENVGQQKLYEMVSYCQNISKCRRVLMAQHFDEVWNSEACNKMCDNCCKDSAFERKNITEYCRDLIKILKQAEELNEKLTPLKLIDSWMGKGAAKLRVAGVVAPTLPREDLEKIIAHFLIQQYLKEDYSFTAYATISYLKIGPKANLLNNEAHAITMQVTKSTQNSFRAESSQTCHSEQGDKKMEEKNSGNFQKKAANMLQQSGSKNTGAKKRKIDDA
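RECQ1T1 50 nM; forked duplex (20 bp + 30-nt ss tails) 200 nM, ATP 2 mM final; pH 8.0, 2 mM MgCl2, 2.5 ug/ml poly(dI-dC); 15 min compound preincubation; discontinuous kinetic read over 2 h at RT.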
KinaseGlo FLuc – blocks Kinase-Glo luciferase, a counter-screen artifact. Kinase-Glo luciferase, ATP luminescence, 8 min. Potency, µM (series often up to 38.3 µM), for the others: top-dose activity change, negative = inhibition, actives largely listed as inhibitors. actives 0.28% (n = 200,000). AID 1379; note: % is set by controls: 0 for no effect and ±100 for the full control effect; nearly all actives have a fitted effect of over 60% in size
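Inhibition of Kinase-Glo luciferase light generation was assessed at 10 uM ATP in pH 7.2 imidazole buffer, with luminescence measured after eight minutes at ambient temperature.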
RGS12 GoLoco inh – inhibitors of human Gai1-RGS12 GoLoco interaction (red fluorophore); P63096; Gai1:RGS12 GoLoco peptide FP, rhodamine, 10 min; Potency, µM (highest dose often 61.6 µM), for the others: at the top dose activity, negative = inhibition, most hits filed as inhibitors; actives 0.44% (n = 230,000); AID 880; active = well fitted inhibition curve with a large enough effect, not every such curve was filed as active; inactive = no such curve, though single readings can be large or run the other way; note: % is set by controls: 0 for no effect and ±100 for the full control effect; nearly all actives have a fitted effect of over 30% in size; many of its hits are not listed in these tables
Target sequence (P63096 whole entry, looked up): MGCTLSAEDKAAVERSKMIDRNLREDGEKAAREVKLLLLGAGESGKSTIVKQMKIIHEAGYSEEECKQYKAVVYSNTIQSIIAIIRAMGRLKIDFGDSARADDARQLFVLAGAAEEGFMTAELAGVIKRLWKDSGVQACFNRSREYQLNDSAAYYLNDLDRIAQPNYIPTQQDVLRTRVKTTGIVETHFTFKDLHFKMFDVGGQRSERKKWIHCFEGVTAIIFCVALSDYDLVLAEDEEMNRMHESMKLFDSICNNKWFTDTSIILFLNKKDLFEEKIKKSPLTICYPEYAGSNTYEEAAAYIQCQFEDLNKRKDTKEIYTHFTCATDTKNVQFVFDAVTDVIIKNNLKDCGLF
NPSR antagonist – neuropeptide S receptor (human) antagonism, cAMP | actives 1% (n = 220,000) | Q6W5P4 | CHO-NPSR cells, cAMP TR-FRET, antagonist mode | AID 1461 | Potency, µM (titrated, usually from 38.3 µM), for inactives: at the highest dose activity change, negative = inhibition, hits mostly inhibitors; note: % is set by controls: 0 for no effect and ±100 for the full control effect; nearly all actives have a fitted effect of over 50% in size; many of its hits are not listed in these tables
SMN2 splice up – enhancers of SMN2 splice variant expression; HEK293 SMN2-luciferase splicing reporter, luminescence, 30-36 h; Potency, µM (doses to about 46.1 µM), without a hit: at the top dose activity change, positive = activation, usual class: activators; actives 2.8% (n = 210,000); AID 1458; note: % of control where 0% means no effect; nearly all actives have a fitted effect of over 55% in size
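qHTS luciferase splicing reporter: luminescence rises when SMN2 exon 7 is included in transfected HEK293 cells. Compound exposure lasted 30-36 h at 37C, with 4.5 mM final sodium butyrate as control, followed by a ONE-Glo read.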
JMJD2E inh – blocks human JMJD2E demethylase activity | JMJD2E catalytic domain, FDH-coupled NADH fluorescence (FDH is formaldehyde dehydrogenase) | Potency, µM (series often up to 57.1 µM), without a hit: at the highest dose activity change, negative = inhibition, actives largely listed as inhibitors | actives 1.6% (n = 230,000); active = well fitted inhibition curve with a large enough effect, not every such curve was filed as active; inconclusive = small, poorly fitted or top-dose-only effect, or another doubt; inactive = no such curve, though single readings can be large or run the other way;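 note: 0% = wells with enzyme and -100% = buffer wells without enzyme; nearly all actives have a fitted effect of over 50% in size; many of its hits are not listed in these tables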
Epigenetic reg – derepresses silenced GFP reporter in murine cells; murine LDR cells, GFP reporter derepression, 30 h; Potency, µM (series often up to 53.9 µM), for inactives: top-dose GFP activation, usual class: activators; actives 0.2% (n = 280,000); AID 1865; note: % of control where 0% means no effect; nearly all actives have a fitted effect of over 60% in size
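Readout is the number of GFP-expressing murine LDR cells, counted by cytometry following washing. Cells were treated with compound for 30 h at 37 C; the stably integrated CMV-GFP locus is normally silent.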
IMPase Li cell – membrane-permeable IMPase blocker, potentiated with lithium | CHO-M1 cells, IP1 TR-FRET (IP-One), carbachol + lithium | Potency, µM (series often up to 59.4 µM), for the others: top-dose activity, negative = IMPase inhibition, hits mostly inhibitors | actives 0.35% (n = 210,000);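 note: IP1 builds up when IMPase is blocked and the TR-FRET signal falls; plate controls were basal vehicle for no effect and high inhibitor control for full effect; nearly all actives have a fitted effect of over 50% in size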
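Steps: plate 2000 CHO-M1 cells per well and culture 16–30 h; add compound and lithium; incubate 30 min, 37C; add d2-IP1 tracer and Eu cryptate anti-IP1 antibody in lysis buffer; read after 10 min at room temperature.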
Numbers without * were called inactive; i = inactive; u = inconclusive; x = no result given; [ ] = dose if it differs, or a comment. Unless noted, calls come from the whole dose curve; as a rule, active = well fitted curve in the direction sought with a large enough effect; inconclusive = small, poorly fitted or top-dose-only effect, or another doubt; inactive = no such curve, though single readings can be large; an effect the other way counts as inactive or inconclusive. Potency is the fitted concentration of half-maximal effect.

SMILES | KinaseGlo FLuc | JMJD2E inh | RGS12 GoLoco inh | SMN2 splice up | Epigenetic reg | IMPase Li cell | RECQ1 inh | NPSR antagonist
CCCN1C(=O)C(NS(=O)(=O)c2ccc(N)cc2)(C(F)(F)F)C(C(=O)OC)=C1C (stereo unspecified) | 3% | 0% | -9% | -9% | 1.4% | -10%[38.3 µM] | i | 0%[46.1 µM]
COc1cccc(/C(O)=C/c2nc3ccc(C(=O)NCCc4cccc(C)c4)cc3[nH]c2=O)c1 | 4% | u | 73%[activator] | -16% | 14µM* | 0% | 3% | -36%
O=c1c2ccccc2nc(COc2ccccc2)n1/N=C/c1ccc(O)cc1O | x | u | 0% | x | 0.1% | x | -4% | -48%
COc1ccc(/C=N/NC(=S)Nc2cc(C(F)(F)F)ccc2Cl)cc1 | x | 1% | 6% | x | 4.0% | x | i | 36%
CC(C)Cn1cnc2c1c(=O)n(CC(O)c1ccccc1)c(=O)n2CC(C)C (stereo unspecified) | -3% | 2% | -22% | u | 1.4% | 43%[38.3 µM] | -6% | u
Cc1ccc(S(=O)(=O)N/N=C\c2ccc(C)o2)cc1 | -4% | -13% | 9% | -6% | 0.0% | 9%[38.3 µM] | u | -7%[46.1 µM]
COc1ccccc1NC(=O)Cn1nnc(-c2ccccc2NC(=O)c2cnccn2)n1 | 2% | -7% | 6% | 1% | 3.2% | 6% | -12% | -9%
O=C(O)c1nccnc1C(=O)Nc1ccc(Oc2c(Cl)cccc2Cl)nc1 | x | 4% | 14% | x | -1.0% | x | 11% | -13%
CN1CCc2c(sc(/N=C/c3ccco3)c2C(N)=O)C1 | x | u | x | x | -3.5% | x | -1% | -21%[46.1 µM]
Cc1sc(NC(=O)CSc2nc(N)cc(N)n2)c(C#N)c1C | x | 6% | 1% | x | 0.0% | x | -6% | -1%

The final 3 compounds of the part above lead into the next:
SMILES | KinaseGlo FLuc | JMJD2E inh | RGS12 GoLoco inh | SMN2 splice up | Epigenetic reg | IMPase Li cell | RECQ1 inh | NPSR antagonist
O=C(O)c1nccnc1C(=O)Nc1ccc(Oc2c(Cl)cccc2Cl)nc1 | x | 4% | 14% | x | -1.0% | x | 11% | -13%
CN1CCc2c(sc(/N=C/c3ccco3)c2C(N)=O)C1 | x | u | x | x | -3.5% | x | -1% | -21%[46.1 µM]
Cc1sc(NC(=O)CSc2nc(N)cc(N)n2)c(C#N)c1C | x | 6% | 1% | x | 0.0% | x | -6% | -1%
O=C1NC(c2cccc(Cl)c2)Nc2ccccc21 (stereo unspecified) | -2% | -23% | 14% | x | -0.1% | 8% | i | -5%
COC(=O)c1ccccc1-c1ccc(/C=N/Nc2nc(N3CCCC3)nc(N3CCCC3)n2)o1 | x | u | 9% | x | 4.3% | x | u | u
Cc1cccc(OCCn2c(=O)oc3ccc(C)cc32)c1 | -18% | -13% | -14% | x | 0.0% | 19% | 2% | 21%
O=S(=O)(c1cccs1)N1CN(C2CCCCC2)c2nc3ccccc3nc21 | x | u | -1% | x | 3.0% | x | i | u
CCN(CC)CCNC(=O)c1cn(C)c2ccc(S(=O)(=O)N(C)C3CCCCC3)cc2c1=O | -2% | 6% | 4% | -3% | 0.2% | 6%[38.3 µM] | -9% | 5%[46.1 µM]
CCn1c(CNC(=O)c2ccco2)nnc1SCC(=O)c1ccc(OC)cc1 | -4% | -5% | -4% | x | 1.9% | 6% | -4% | -2%
COc1ccc(CN(C(=O)Cn2nnc3ccccc32)C(C(=O)NC(C)(C)C)c2ccco2)cc1 (stereo unspecified) | 1% | 7% | -2% | -12% | -0.8% | -2%[38.3 µM] | i | -8%[46.1 µM]
CC(C)c1csc(CN2CCC(N3CCC(C(=O)N4CCOCC4)CC3)CC2)n1 | -3% | -14% | 13% | x | -2.0% | 3% | -5% | -14%
O=C(N=Nc1c(O)[nH]c2ccccc12)c1cc(-c2ccc(F)cc2)n[nH]1 | 1% | 27% | 11% | 19% | -0.5% | -2% | -2% | -7%
O=C(CN1CC[n+]2c(-c3cccs3)csc21)c1ccc(-c2ccccc2)cc1 | -3% | 0% | 38%[activator] | 3% | -0.3% | -13% | i | -23%
N#Cc1nc(COc2ccccc2)oc1N1CCCCC1 | 5% | 1% | -2% | 0% | 0.0% | 16%[38.3 µM] | -4% | u
Cc1ccc(S(=O)(=O)c2ccc(Oc3ccccc3)cc2)cc1 | -3% | 0% | 6% | -39%[inhibitor] | -1.1% | 30%[activator][38.3 µM] | -10% | -11%[46.1 µM]
COc1ccc(C)cc1NC(=O)Nc1ccc(Br)cn1 | -4% | 1% | -8% | 11% | -0.3% | -7%[38.3 µM] | -4% | -12%[46.1 µM]
CCCCNC(=O)c1cccnc1SCC(=O)Nc1ccccc1OC | x | 6% | x | x | -0.9% | x | -6% | -7%[46.1 µM]
N#C/C(=C\c1cccc(OC(=O)c2cccs2)c1)C(N)=O | 1% | -4% | -1% | 17% | -0.9% | 2% | -15% | 3%
O=C(CCN1C(=O)C2CCCCC2C1=O)Nc1ccc(F)c(F)c1F (stereo unspecified) | -3% | 0% | 3% | 6% | -1.9% | 3% | -7% | 18%
Cc1ccc(C2C(C#N)C(C#N)N3CCCN23)cc1 (stereo unspecified) | -3% | -12% | 7% | 0% | -0.3% | -3%[38.3 µM] | i | -5%[46.1 µM]
O=c1c2ccccc2c(C=NCCCN2CCOCC2)c(O)n1Cc1ccccc1 | -8% | -20% | -1% | -3% | 0.2% | 11%[38.3 µM] | -11% | u
C=CCc1cccc2cc(C(=O)NC3=C(C#N)CCC3)c(=O)oc12 | 4% | -3% | -2% | 1% | -0.6% | 34%[activator][38.3 µM] | -7% | -16%[46.1 µM]
CCC(C)(NC=O)C(=O)Nc1c(C)cccc1C (stereo unspecified) | x | 3% | -23% | x | 1.2% | x | i | -35%
O=C1N/C(=N\N=C\c2ccco2)SC1Cc1ccccc1[N+](=O)[O-] (stereo unspecified) | x | -12% | -1% | x | u | x | i | -36%
Cn1c(=O)n(CCOc2ccc(Cl)cc2Cl)c2ccccc21 | 2% | 1% | 2% | -15% | -0.2% | 22%[38.3 µM] | -15% | -18%[46.1 µM]
Cc1ccc(Oc2ccc(/C=N/O)cn2)cc1 | 0% | 9% | -5% | 20% | -1.6% | 8%[38.3 µM] | -5% | -7%[46.1 µM]
O=C(Nc1ccc(S(=O)(=O)NCC2CCCO2)cc1)c1cnccn1 (stereo unspecified) | -2% | -7% | 10% | x | 1.1% | 16% | -11% | 2%
COc1ccc(N2C(=O)C3CCCN3C2c2cc(OC)c(OC)c(OC)c2)cc1 (stereo unspecified) | 2% | 0% | 9% | -9% | -1.7% | -1%[38.3 µM] | -1% | 10%[46.1 µM]
O=C(COC(=O)c1cccc([N+](=O)[O-])c1)c1ccc(OCc2ccccc2)cc1 | 0% | 6% | -1% | 14%[1.84 µM] | 3.8% | 11% | -2% | 3%
CCOc1ccc(Oc2ccc(NC(=O)[C@@H](NC(N)=O)[C@@H](C)CC)cc2)cc1 | x | -16% | 4% | x | -2.2% | x | i | 16%
COc1cccc(NC(=O)CCN2C(=O)c3ccc([N+](=O)[O-])cc3C2=O)c1 | 1% | -1% | -8% | -16% | -0.6% | 0% | -18% | -4%
COCCSc1ccccc1C(=O)Nc1cc([N+](=O)[O-])ccc1OC | 6% | -2% | -5% | -15% | -3.5% | 0% | i | -12%
O=C(Nc1nccs1)c1ccc(S(=O)(=O)N2CCOCC2)cc1 | 1% | -6% | 11% | x | 3.1% | 8% | -1% | 3%

Filtered by structure: the compounds so far containing a cyano group
SMILES | KinaseGlo FLuc | JMJD2E inh | RGS12 GoLoco inh | SMN2 splice up | Epigenetic reg | IMPase Li cell | RECQ1 inh | NPSR antagonist
Cc1sc(NC(=O)CSc2nc(N)cc(N)n2)c(C#N)c1C | x | 6% | 1% | x | 0.0% | x | -6% | -1%
N#Cc1nc(COc2ccccc2)oc1N1CCCCC1 | 5% | 1% | -2% | 0% | 0.0% | 16%[38.3 µM] | -4% | u
N#C/C(=C\c1cccc(OC(=O)c2cccs2)c1)C(N)=O | 1% | -4% | -1% | 17% | -0.9% | 2% | -15% | 3%
Cc1ccc(C2C(C#N)C(C#N)N3CCCN23)cc1 (stereo unspecified) | -3% | -12% | 7% | 0% | -0.3% | -3%[38.3 µM] | i | -5%[46.1 µM]
C=CCc1cccc2cc(C(=O)NC3=C(C#N)CCC3)c(=O)oc12 | 4% | -3% | -2% | 1% | -0.6% | 34%[activator][38.3 µM] | -7% | -16%[46.1 µM]

Continued:
SMILES | KinaseGlo FLuc | JMJD2E inh | RGS12 GoLoco inh | SMN2 splice up | Epigenetic reg | IMPase Li cell | RECQ1 inh | NPSR antagonist
COc1cccc(/C(O)=C/c2nc3ccc(C(=O)NCCc4ccc(Cl)cc4)cc3[nH]c2=O)c1 | 2% | u | 149%[activator] | -9% | 7.9µM* | -3% | -3% | -52%
CC(NC(=O)C(NC(=O)C(Cc1c[nH]c2ccccc12)NC(=O)OC(C)(C)C)C(C)C)C(N)=O (stereo unspecified) | -1% | -9% | -5% | 3% | 1.7% | -7% | i | 3%
CCOC(=O)Nc1ccc(C(N)=O)cc1 | -1% | 4% | 4% | -9% | -0.9% | -16%[38.3 µM] | -9% | 0%[46.1 µM]
O=C(CN1C(=O)CC(c2ccccc2)S(=O)(=O)c2ccccc21)N1CCCCC1 (stereo unspecified) | 2% | -3% | 5% | -20% | -0.5% | -11% | i | 5%
O=[N+]([O-])c1cc(S(=O)(=O)Nc2ccccc2)ccc1N1CCN(c2ccccc2)CC1 | 1% | 2% | 56%[activator] | -33%[inhibitor] | 8.9% | 5% | -12% | -48%
CC1=C(C(=O)OCC2CCCO2)C(c2ccncc2)C2=C(CC(C)(C)CC2=O)N1 (stereo unspecified) | 0% | u | 9% | 16% | -1.0% | 15%[38.3 µM] | -2% | -10%[46.1 µM]
O=C(O)c1ccccc1Nc1ccccc1C(=O)O | -1% | 8% | 5% | -4% | -2.0% | -4%[38.3 µM] | -9% | -7%[46.1 µM]
OCCNc1nc(NCCC2=CCCCC2)nc(N2CCOCC2)n1 | -5% | 2% | 72%[activator] | -13% | 0.9% | -6%[38.3 µM] | -5% | 1%[46.1 µM]
COc1ccc2c(=O)c3c(=O)n(Cc4ccco4)c(C4CCCCC4)nc3oc2c1 | -1% | 3% | -6% | 8% | 0.7% | -20%[38.3 µM] | i | 10%[46.1 µM]
Cc1ccc2[nH]c(=S)cc(C)c2c1 | -1% | 7.1µM* | 5% | -8% | 0.0% | u | -3% | 26%[46.1 µM]

Some of the compounds tested, so the mix of outcomes need not match the whole.
